SMARCA2 act: increases SMARCA2 function in MMTV reporter cells; actives 1% (n = 370,000); activation, % at 9.1 µM; MG213 cells, MMTV-luciferase reporter, dexamethasone, overnight; AID 652017; in the data active = activation above about 7.8%;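 note: 0% = vehicle wells and 100% = reference activator wells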
DAX1 inh-1: NR0B1 (DAX1) inhibition; HEK293 Gal4-DAX1 luciferase reporter, luminescence; inhibition, % at 6.75 µM; actives 0.99% (n = 340,000); AID 504766;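 active = inhibition above the mean over all tested compounds plus 3 SD, cut at about 4.2% in these data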;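 note: 0% = DAX1-transfected cells with DMSO and 100% = empty-vector control cells with DMSO; inhibition shows as a rise in luminescence from relieved DAX1 repression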
Target sequence (P51843 207-470 limits assumed): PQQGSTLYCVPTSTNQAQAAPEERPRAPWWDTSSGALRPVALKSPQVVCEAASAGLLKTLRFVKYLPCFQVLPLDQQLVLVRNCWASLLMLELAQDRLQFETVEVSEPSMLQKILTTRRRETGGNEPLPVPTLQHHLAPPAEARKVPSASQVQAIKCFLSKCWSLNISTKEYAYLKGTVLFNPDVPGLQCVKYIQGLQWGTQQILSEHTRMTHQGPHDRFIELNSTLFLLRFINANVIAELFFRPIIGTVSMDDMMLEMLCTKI
GAA850 FXN act: increases GAA850 frataxin promoter reporter activity; HEK293 lucGAA850 FXN promoter luciferase reporter, 24 h; percent of 10 µM SAHA response; AID 540364; actives 0.56% (n = 360,000); activation, % at 6 µM;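 active = activation above the average of all compounds screened plus 3 SD, cutoff fixed separately per campaign, cut at about 7.5% in these data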;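 note: 0% = DMSO wells and 100% = 10 µM SAHA wells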
GC-A act: GC-A (human) enzyme activation | P16066 | HEK293 GC-A cells, cGMP TR-FRET, EC30 ANP; 0% at EC30 ANP, 100% saturating ANP | activation, % at 10 µM | actives 0.14% (n = 370,000) | AID 1671463; in the data active = activation above about 40%
hgDAF12 agonist: activates the H. glycines DAF-12 receptor ligand-binding domain. activation, % at 6.8 µM. AID 687014. actives 1.8% (n = 370,000). HEK293 GAL4-hgDAF12 UAS-luciferase reporter, agonist luminescence; normalized to butyrate control;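 active = activation above a cutoff set at the mean of all screened compounds plus 3 SD, cut at about 10% in these data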;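 note: 0% = DMSO wells and 100% = sodium butyrate wells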
ADAM17 inh: inhibits human ADAM17; inhibition, % at 6.95 µM; actives 0.83% (n = 370,000); AID 720648; recombinant ADAM17, EDANS/DABCYL FRET peptide cleavage;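 active = inhibition above the mean of compounds lying between control limits plus 3 SD, set per campaign, cut at about 8.5% in these data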;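 note: 0% = DMSO-only wells as the low control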
Target sequence (P78536 215-824 limits assumed): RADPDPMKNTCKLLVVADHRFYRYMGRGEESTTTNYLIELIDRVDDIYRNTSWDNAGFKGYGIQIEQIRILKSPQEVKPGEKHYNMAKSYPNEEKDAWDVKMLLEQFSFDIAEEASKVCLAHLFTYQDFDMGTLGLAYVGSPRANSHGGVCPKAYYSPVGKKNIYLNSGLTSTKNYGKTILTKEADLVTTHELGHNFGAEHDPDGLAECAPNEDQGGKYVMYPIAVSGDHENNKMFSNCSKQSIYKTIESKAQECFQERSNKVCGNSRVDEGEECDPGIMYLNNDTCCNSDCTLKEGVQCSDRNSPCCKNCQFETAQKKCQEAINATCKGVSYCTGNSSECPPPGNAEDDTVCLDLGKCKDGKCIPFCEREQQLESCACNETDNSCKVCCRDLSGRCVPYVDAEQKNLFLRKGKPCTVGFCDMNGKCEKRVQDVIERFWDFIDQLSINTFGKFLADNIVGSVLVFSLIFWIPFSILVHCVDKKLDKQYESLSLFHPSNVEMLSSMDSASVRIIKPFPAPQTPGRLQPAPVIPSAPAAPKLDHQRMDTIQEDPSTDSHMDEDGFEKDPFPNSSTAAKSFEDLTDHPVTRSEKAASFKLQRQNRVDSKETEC
ssDAF12 agonist: S. stercoralis DAF-12 activation, primary screen | actives 1% (n = 370,000) | AID 652126 | HEK293 ssDAF-12/GRIP1 lit1-tk-luc reporter, luminescence; % of 3 µM dafachronic acid response | activation, % at 6.8 µM;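 active = activation above the mean over all tested compounds plus 3 SD, cut at about 0.9% in these data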;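 note: 0% = DMSO-only wells and 100% = 3 µM delta7-dafachronic acid wells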
PG9 Ab binder: binds the HIV-1 gp120 antibody PG9; TR-FRET gp120-PG9 antibody binding; actives 0.43% (n = 360,000); inhibition, % at 6.7 µM; in the data active = inhibition above about 8.5%
hcDAF12 agonist: activators of H. contortus DAF-12 nuclear receptor | HEK293 hcDAF-12 lit1-tk-luc reporter, luminescence; 0% DMSO, 100% Δ7-dafachronic acid | activation, % at 6.8 µM | actives 1.4% (n = 370,000) | AID 652067;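 active = activation above the mean of all tested compounds plus 3 SD, cut at about 5.5% in these data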;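 note: 100% = response to 3 µM Δ7-dafachronic acid high control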
ADAM10 inh: inhibits human ADAM10; O14672; recombinant ADAM10, EDANS/DABCYL FRET peptide cleavage, 3 h; inhibition, % at 7 µM; actives 0.62% (n = 370,000); AID 720582;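 active = inhibition above a per-campaign cutoff equal to the mean of compounds falling between control-based bounds plus 3 SD, cut at about 20% in these data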;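 note: 0% = DMSO wells while the 100% control is not disclosed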
DAX1 inh-2: inhibitors of DAX1 repression of SF-1 activated StAR promoter; HEK293T StAR-luciferase reporter, SF-1/DAX-1 repression relief; AID 652010; actives 1.1% (n = 370,000); inhibition, % at 6.8 µM;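 active = inhibition above the mean over all tested compounds plus 3 SD, cut at about 3.6% in these data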;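 note: 0% = DAX-1 cells with DMSO and 100% = cells lacking DAX-1 with DMSO; higher inhibition means more luminescence from relief of DAX-1 repression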
* hit, by the source's call; i = inactive; . = not tested or not shown.

SMILES	SMARCA2 act	DAX1 inh-1	GAA850 FXN act	GC-A act	hgDAF12 agonist	ADAM17 inh	ssDAF12 agonist	PG9 Ab binder	hcDAF12 agonist	ADAM10 inh	DAX1 inh-2
O=C(COc1ccc2c(c1)CCC2)Nc1ccccn1	-1	-5.6	4.0	0	-2.1	-3	-1.2	-0.6	-1.7	-11	1.1
Cc1ccccc1NC(NC(=O)c1cccs1)C(Cl)(Cl)Cl (stereo not drawn)	-2	0.2	-0.4	-9	-1.8	4	-1.3	1.4	-1.7	18	-0.8
c1ccc(C2OCCN2c2ccccc2)cc1 (stereo not drawn)	3	-0.1	0.5	2	-1.7	-4	-1.2	-0.9	0.4	-5	-2.8
Nc1cc(=O)[nH]c2nnc(SCC(=O)Nc3cccc4ccccc34)n12	2	1.6	-0.6	1	-1.2	2	-1.3	2.3	-0.4	-6	-0.1
O=C(COC(=O)CNC(=O)c1ccccc1Cl)Nc1cc(C(F)(F)F)ccc1Cl	1	0.1	3.3	0	0.1	-1	-1.1	-4.4	-0.4	1	0.0
COc1cccc(NC(=O)c2ccccc2Oc2ccccc2)c1	-6	1.3	-0.2	-8	0.1	8	-1.2	-1.4	-2.0	15	-0.2
CSc1ncccc1C(=O)OCC(=O)NCCCc1ccccc1	7	0.9	-0.2	-4	-1.3	-2	-1.5	-1.9	-0.5	2	0.8
COCCCNC(=O)CCN1N=C(c2ccccc2)CCC1=O	3	0.3	0.2	7	3.6	3	-1.1	-2.2	1.5	-3	0.2
COc1cc(C(CCN2CCCC2)c2c(OC)cc(OC)c3c(-c4ccccc4)cc(=O)oc23)cc(OC)c1OC (stereo not drawn)	2	1.2	0.7	-3	2.1	-5	-1.6	-1.8	-1.6	-10	0.1
CCCCCCn1c(=O)c(F)cn(Cc2ccc(OC)c([N+](=O)[O-])c2)c1=O	0	-0.6	0.7	-1	-1.7	0	-1.6	0.9	-0.8	5	0.1
COC(=O)c1ccccc1NC(=O)c1cc2ccccc2o1	-1	0.9	1.1	-2	3.8	-4	-0.4	-2.0	2.9	-1	0.3
Cc1cccc(C(=O)Nc2ccccc2C(=O)NCc2cccnc2)c1	-2	-0.5	0.1	-3	-0.1	0	-2.1	-1.5	0.0	0	-1.0
COc1ccc(C(=O)N2CCC(C(=O)Nc3cccc(C)c3)CC2)cc1OC	-1	0.1	1.0	9	-0.8	-2	-1.9	-2.2	-0.3	-5	-0.1
CCO[C@H]1OC(C(=O)N2CCN(C)CC2)=C[C@@H](c2ccc(Br)cc2)[C@@H]1CCCO	-1	2.0	1.0	-1	-0.2	2	-0.6	-1.5	-2.4	4	0.3
Cc1c(NC(=S)Nc2cccc(Cl)c2)c(=O)n(-c2ccccc2)n1C	-2	1.6	2.8	1	-2.6	-8	-2.0	-1.2	-2.3	-4	0.2
CCOC(=O)c1ccc(NC2c3ccccc3C(=O)N2c2cccnc2)cc1 (stereo not drawn)	-3	-0.2	-1.3	13	-2.6	0	-1.7	-0.7	-3.1	-4	0.7
COc1ccc(CNC[C@H]2O[C@@H](n3ccc(=O)[nH]c3=O)[C@H](O)[C@@H]2O)cc1	-2	.	.	2	0.0	-2	-0.6	0.9	-1.4	-6	0.7
CC(=O)c1c(C)[nH]c(C(=O)OCC(=O)N(C)c2c(N)n(Cc3ccccc3)c(=O)[nH]c2=O)c1C	-3	-1.2	-0.3	-1	-3.2	-3	-1.2	-1.6	-0.8	4	0.0
COc1ccc(NC(=S)N2CCC(C(=O)c3ccc(Cl)cc3)CC2)cc1	-2	-1.1	0.6	5	-0.8	2	-1.9	0.0	1.3	5	0.1
Cc1cc(C)nc(SCCC(=O)Nc2ccccc2Cl)n1	0	0.8	0.0	-2	2.0	-4	-1.5	0.0	-2.5	-7	2.4
CC(C)Nc1nc(NCCN2CCCC2)c2sc(-c3ccccc3)cc2n1	-1	.	-1.1	3	1.2	-18	-0.4	-0.8	0.1	-77	1.6
COc1ccc2c(c1OC)C(=O)N(c1ccc(OCc3ccccc3)cc1)C2=O	1	1.8	1.7	6	-1.4	-3	-1.2	2.5	-2.6	-6	0.6
COC(=O)C1=C(C)N(C)C(C)=C(C(=O)OC)C1c1ccccc1C	3	0.6	-0.2	-3	-0.5	-1	-0.8	-1.3	0.9	9	0.7
CC(=O)c1ccc(NC(=O)c2cnn3c(C(F)F)cc(C4CC4)nc23)cc1	0	3.2	0.1	-2	1.4	-2	-0.5	-1.6	-0.5	-3	0.5
COc1cc2c(cc1O)C(Cc1ccc(O)cc1)NCC2 (stereo not drawn)	0	0.1	-2.2	-1	1.0	1	-1.6	-0.9	1.0	-7	-0.5

Continued; the last 3 above are carried over.
SMILES	SMARCA2 act	DAX1 inh-1	GAA850 FXN act	GC-A act	hgDAF12 agonist	ADAM17 inh	ssDAF12 agonist	PG9 Ab binder	hcDAF12 agonist	ADAM10 inh	DAX1 inh-2
COC(=O)C1=C(C)N(C)C(C)=C(C(=O)OC)C1c1ccccc1C	3	0.6	-0.2	-3	-0.5	-1	-0.8	-1.3	0.9	9	0.7
CC(=O)c1ccc(NC(=O)c2cnn3c(C(F)F)cc(C4CC4)nc23)cc1	0	3.2	0.1	-2	1.4	-2	-0.5	-1.6	-0.5	-3	0.5
COc1cc2c(cc1O)C(Cc1ccc(O)cc1)NCC2 (stereo not drawn)	0	0.1	-2.2	-1	1.0	1	-1.6	-0.9	1.0	-7	-0.5
O=C(COc1ccc(Cl)cc1Cl)NC(=S)Nc1ccc(CN2CCOCC2)cc1	-3	.	2.2	8	-0.7	-2	-1.9	-1.8	-0.2	0	-0.9
COc1ccc(/C=C/C(=O)Nc2ccccc2C(F)(F)F)cc1OC	3	1.2	1.6	2	-2.4	-16	-0.3	-0.4	-0.6	-53	-0.2
NC(=O)C1CCN(C(=O)C2CCN(S(=O)(=O)c3ccccc3)CC2)CC1	0	0.6	1.6	0	2.2	-3	-1.2	-0.8	-0.8	5	0.2
CCCNC(=O)CSc1n[nH]c(=O)n1CCc1ccccc1	-3	-0.3	2.1	3	-1.3	-2	-1.0	0.2	0.9	2	-0.2
O=C(c1ccccc1)n1c(=O)cc[nH]c1=O	0	-0.9	0.6	1	2.2	-2	-1.5	2.5	-0.2	6	0.5
CCC1=CC(c2ccccc2)n2ncnc2N1 (stereo not drawn)	2	-0.5	-0.1	3	1.1	-174	-1.2	-0.4	-1.1	i	-0.1
c1ccc(CCNCCOc2ccccc2)cc1	-3	0.0	1.8	0	1.4	-2	-1.9	-0.9	0.7	2	0.4
O=C(CCn1nnc(-c2cccs2)n1)N1CCCC1	-2	.	.	3	0.9	1	-1.2	.	-1.0	-3	0.8
CCOCCn1c(CN2CCN(C)CC2)nc2c1c(=O)n(C)c(=O)n2C	-3	0.3	0.1	4	1.4	-4	-0.8	-0.9	-0.1	-10	1.7
CCCCCCSc1nsc(NC(C)=O)n1	3	1.4	6.7	4	6.2	2	-0.4	0.8	-0.2	10	0.5
CCCCCN=CC1=C(O)CC(c2ccccc2)CC1=O (stereo not drawn)	4	-0.3	1.7	-1	1.2	0	-1.1	0.0	-0.4	5	0.4
COc1ccc(C(CNC(=O)COc2ccccc2C)N2CCOCC2)cc1 (stereo not drawn)	-2	1.2	-1.1	-4	-0.8	3	-0.9	-3.6	-0.2	-4	0.7
O=C(CSc1nccn(-c2ccc(F)c(F)c2)c1=O)NC1CCCC1	1	0.9	-0.2	1	3.0	-7	-0.9	-1.2	-1.3	-21	0.8
COc1ccc(C(=O)Nc2ccc(-c3cn4ccsc4n3)cc2)cc1S(=O)(=O)N1CCOCC1	5	-0.8	-3.9	2	-4.8	4	-2.4	8.4	-3.1	-1	-1.5
CCn1c(=O)cc(OCC(=O)Nc2ccc(OC)c(OC)c2)c2ccccc21	-3	0.1	1.4	-4	-1.5	-4	-1.0	0.1	-1.4	-4	-0.6
O=C(N[C@H](Cc1ccccc1)C(=O)NCCCN1CCCC1=O)[C@H]1O[C@@H](n2ccc(=O)[nH]c2=O)[C@H](O)[C@@H]1O	0	.	.	-1	-0.7	-3	-0.7	-0.1	-0.6	-8	1.0
COC(=O)C1=C(C)N(C)C(=O)NC1c1c(O)ccc2ccccc12 (stereo not drawn)	-3	-0.8	-1.1	3	0.1	0	-1.0	-0.4	-2.2	-5	0.3
CC1CCCCN1C(=S)NC(=O)c1ccccc1 (stereo not drawn)	-2	-0.1	-0.9	1	4.3	-3	-1.1	0.7	0.5	-9	1.3
Clc1cccc(Cl)c1CN1CCN(c2ncccn2)CC1	1	1.3	-0.2	-2	-1.6	0	-2.3	-3.1	-0.3	7	0.0
COCC(=O)Nc1ccc(F)cc1	2	-0.1	-0.1	-8	1.4	0	-0.2	-2.0	2.9	8	-0.3
CN1CCN(C(=O)c2cc([N+](=O)[O-])cc([N+](=O)[O-])c2)CC1	-1	-1.4	2.6	-3	-2.5	0	-1.3	0.1	-1.8	-1	-0.7
COc1cc(NC(=O)c2ccccc2[N+](=O)[O-])ccc1NC(=O)c1cc2ccccc2o1	-3	-3.8	-0.1	-10	-2.9	-2	-2.1	-0.7	-2.5	7	0.0
CSc1nc2ccc(Nc3nc(N4CCOCC4)nc(N4CCOCC4)n3)cc2s1	-2	-1.2	-1.8	5	-3.1	-2	-2.1	0.1	-1.4	8	-0.2
CC1=CC(c2ccc(Cl)cc2)n2ncnc2N1 (stereo not drawn)	0	0.4	1.1	1	1.9	-94	-1.6	0.8	-1.4	-444	0.1
O=C(CC(=O)c1ccccc1)Nc1cccnc1Cl	5	1.1	1.7	-2	6.2	-3	-0.7	1.0	1.7	-4	1.6
SMILES	SMARCA2 act	DAX1 inh-1	GAA850 FXN act	GC-A act	hgDAF12 agonist	ADAM17 inh	ssDAF12 agonist	PG9 Ab binder	hcDAF12 agonist	ADAM10 inh	DAX1 inh-2
CCCc1ccc(OCc2ccc(C(=O)O)o2)c(OC)c1	6	-1.8	3.4	-3	8.4	3	0.2	-1.4	4.0	-3	2.6
CCS(=O)(=O)N1CCN(c2ccc([N+](=O)[O-])c(NC(C)c3ccccc3)c2)CC1 (stereo not drawn)	0	-0.2	1.5	0	1.3	-1	-1.2	-3.3	-0.9	6	0.4
COC(=O)c1c(NC(=O)COc2ncnc3ccccc23)sc(C)c1C	-2	-0.2	-0.2	1	4.4	1	-1.6	-0.1	-1.6	8	0.6
CCCCN(CC)CCNC(=O)c1cc2c(=O)[nH]c3ccc(C)cc3c2s1	-2	0.1	-0.5	14	-1.2	-330	-0.8	1.4	-1.5	i	0.0
NC[C@H](Cc1ccccc1)NCCCCC1CCCCC1	0	0.9	1.9	0	-1.2	1	-0.9	-1.4	0.3	2	-0.4
O=C1CCC(C(=O)N2CCCCCCC2)CN1Cc1cccc(C(F)(F)F)c1 (stereo not drawn)	-1	-0.4	-1.6	2	-3.2	-5	-0.7	0.4	0.1	-6	-1.2
Cc1cccc(Nc2nc(Cl)ncc2F)c1C	0	0.3	0.0	3	1.2	1	0.4	-2.2	-1.3	4	-0.1

Compound activity (PubChem BioAssay)

Not a hit list, and some 6.8% of all compounds hit somewhere here.
